# Source: PubChem (National Center for Advancing Translational Sciences (NCATS))
# G9a inh: inhibitors of human histone lysine methyltransferase G9a; Q96KQ7; G9a H3K9 monomethylation, AlphaScreen, 2 h; Potency, µM (doses to about 102 µM), without a hit: at the highest dose activity, negative = inhibition, actives largely listed as inhibitors; 350,000 tested, 8.8% active; AID 504332; also: potency is read from the fitted curve at half-maximal effect; % is scaled to controls: 0 for no effect and ±100 for the full control effect; nearly all actives have a fitted effect of over 75% in size
#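 G9a (20 nM) was preincubated 15 min with compound, then reacted 2 h at room temperature with 500 nM biotin-H3K9 peptide and 20 µM SAM. Monomethyl-H3K9 detected by AlphaScreen using anti-H3K9me1 antibody.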
# GLS inhibitor: blocks human kidney-isoform glutaminase activity | O94925 | GLS enzymatic activity, qHTS titration | Potency, µM (series often up to 45.5 µM), inactives show top-dose activity change, negative = inhibition, most hits filed as inhibitors | 410,000 tested, 0.21% active | AID 624170; also: potency is read from the fitted curve at half-maximal effect; % is scaled to controls: 0 for no effect and ±100 for the full control effect
#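 Compounds were pin-transferred onto hKGA, after which L-glutamine (1 mM solution) and a detection mix of glutamate oxidase, HRP and Amplex Red were added. Initial and 30 min RT fluorescence reads were collected.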
# ERG Ets-DNA blk: inhibitors of human ERG Ets domain-DNA interaction; fluorescence polarization, His-ERG Ets domain / labelled DNA; Potency, µM (series often up to 76.9 µM), for inactives: at the top dose FP activity, negative = inhibition, actives largely listed as inhibitors; 370,000 tested, 0.028% active; active = well fitted inhibition curve with a large enough effect in the polarisation, with a control signal flat; inconclusive = small, poorly fitted or top-dose-only effect, or effect the other way, or a change in a side signal; inactive = no such curve, though single readings can be large or run the other way; the % refers to the polarisation;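 also: polarization taken with two DNA probes labelled with fluorescein and Texas red; potency is read from the fitted curve at half-maximal effect; % of control where 0% means no effect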
#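 His-tagged ERG Ets domain (1 uM in the protein solution; 300mM KCl, 50mM Tris-HCl, 1mM EDTA, 1mM DTT, pH 7.5) received compound, then a probe mix of 5 nM fluorescein-DNA and 100nM Texas-615-DNA. Fluorescence polarization was read for both dyes.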
# HP1b chromo inh: blocks HP1-beta chromodomain binding to methylated histone tails | 390,000 tested, 0.56% active | AlphaScreen HP1-beta / biotin-H3K9me3 peptide binding | Potency, µM (series often up to 114 µM), for inactives: at the top dose activity change, negative = inhibition, hits mostly inhibitors | AID 540317; also: potency is read from the fitted curve at half-maximal effect; nearly all actives have a fitted effect of over 70% in size; inactives centre near 23
#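 HP1-beta protein (50 nM final) preincubated 30 min at room temperature with biotinylated H3(1-18)K9me3 peptide (50 nM) in PBS pH 7.4, 0.01% Tween-20, then compound added for 30 min. AlphaScreen streptavidin donor/nickel chelate acceptor beads (10 ug/mL final), 30 min dark, luminescence read.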
# Pin1 inhibitor: human Pin1 inhibition. Q13526. Pin1 FP peptide displacement, HiFluor488, 10 min. Potency, µM (doses to about 115 µM), without a hit: top-dose activity, negative = inhibition, most hits filed as inhibitors. 390,000 tested, 0.009% active; active = well fitted inhibition curve with a large enough effect in the polarisation, with a control signal flat, not every such curve was filed as active; inconclusive = small, poorly fitted or top-dose-only effect, or effect the other way, or a change in a side signal; inactive = no such curve, though single readings can be large or run the other way; the % refers to the polarisation; also: potency is read from the fitted curve at half-maximal effect; % is scaled to controls: 0 for no effect and ±100 for the full control effect
# PGK inhibitor: T. brucei PGK inhibition; P07378; PGK/GAPDH coupled, Kinase-Glo luminescence, 60 min; Potency, µM (titrated, usually from 57.5 µM), for the others: at the highest dose activity change, negative = inhibition, actives largely listed as inhibitors; 380,000 tested, 0.043% active; AID 602233; also: potency is read from the fitted curve at half-maximal effect; % is scaled to controls: 0 for no effect and ±100 for the full control effect; nearly all actives have a fitted effect of over 60% in size
#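 Luminescent ATP detection (Kinase-Glo Plus) follows a 60-minute room-temperature incubation, with wells lacking PGK as controls. Buffer: 100 mM TEA (pH 7.6), 5 mM MgCl2, 0.01% Tween-20. Coupling enzyme GAPDH (100 nM final) supplies unstable 1,3-BPG in-well.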
# PI4K2A block: blocks human PI4K2A kinase activity; purified PI4K2A, ADP-Glo luminescence, 1 h; active compounds read low; 420,000 tested, 0.13% active; Q9BTU6; activity change, negative = inhibition, % at 76.9 µM; in the data active = activity change below about -50%; inconclusive = mostly about -30% to -49%;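 also: -100% = wells without enzyme as full effect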
#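 In this quantitative HTS, ADP production by PI4K2A was quantified luminescently after 1 h at ambient temperature; 100 microM adenosine served as plate-quality control.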
# JMJD2A Tudor inh: inhibitors of human JMJD2A Tudor domain; AlphaScreen JMJD2A-Tudor / H3K4me3 peptide binding; Potency, µM (doses to about 114 µM), for inactives: at the highest dose activity change, negative = inhibition, hits mostly inhibitors; 390,000 tested, 4.4% active; AID 504339; also: potency is read from the fitted curve at half-maximal effect; % is scaled to controls: 0 for no effect and ±100 for the full control effect; nearly all actives have a fitted effect of over 50% in size
# Target sequence (O75164 whole entry, looked up, the tested form may be a part): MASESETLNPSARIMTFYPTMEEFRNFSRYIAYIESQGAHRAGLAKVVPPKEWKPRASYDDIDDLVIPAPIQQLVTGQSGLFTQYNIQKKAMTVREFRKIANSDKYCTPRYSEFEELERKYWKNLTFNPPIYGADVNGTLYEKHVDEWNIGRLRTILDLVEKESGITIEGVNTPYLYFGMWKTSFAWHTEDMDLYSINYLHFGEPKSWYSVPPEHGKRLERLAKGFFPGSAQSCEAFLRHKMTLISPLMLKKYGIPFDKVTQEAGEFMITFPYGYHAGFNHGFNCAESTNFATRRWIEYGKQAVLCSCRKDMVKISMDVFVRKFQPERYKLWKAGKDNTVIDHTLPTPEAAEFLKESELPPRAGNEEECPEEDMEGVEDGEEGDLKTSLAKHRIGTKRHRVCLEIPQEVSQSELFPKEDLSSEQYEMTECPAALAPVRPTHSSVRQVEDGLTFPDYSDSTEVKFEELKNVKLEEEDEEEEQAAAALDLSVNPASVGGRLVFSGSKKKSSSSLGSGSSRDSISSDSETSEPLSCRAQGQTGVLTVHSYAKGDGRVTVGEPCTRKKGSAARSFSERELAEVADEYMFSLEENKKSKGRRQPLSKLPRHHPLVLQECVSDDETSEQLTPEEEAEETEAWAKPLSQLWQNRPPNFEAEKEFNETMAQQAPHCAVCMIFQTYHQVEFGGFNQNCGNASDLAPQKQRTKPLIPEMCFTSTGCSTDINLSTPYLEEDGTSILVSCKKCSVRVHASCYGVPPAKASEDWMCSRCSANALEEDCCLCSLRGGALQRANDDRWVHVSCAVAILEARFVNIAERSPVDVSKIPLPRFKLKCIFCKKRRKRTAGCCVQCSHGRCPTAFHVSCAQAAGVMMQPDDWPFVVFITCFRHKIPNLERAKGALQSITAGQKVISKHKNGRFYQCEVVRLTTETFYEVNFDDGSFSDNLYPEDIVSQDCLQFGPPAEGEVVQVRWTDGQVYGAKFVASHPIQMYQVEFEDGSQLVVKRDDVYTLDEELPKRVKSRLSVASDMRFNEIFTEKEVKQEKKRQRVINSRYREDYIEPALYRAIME
# BAZ2B inh: BAZ2B (human) inhibition | 360,000 tested, 4.4% active | Potency, µM (series often up to 114 µM), for inactives: top-dose activity change, negative = inhibition, most hits filed as inhibitors | AlphaScreen BAZ2B-H3K14Ac peptide displacement | AID 504333; also: potency is read from the fitted curve at half-maximal effect; % is scaled to controls: 0 for no effect and ±100 for the full control effect; nearly all actives have a fitted effect of over 60% in size
#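 Multi-concentration screen (max 110 uM) measuring displacement of acetylated histone H3 peptide from BAZ2B by AlphaScreen, using 50 nM protein, 50 nM peptide and 10 ug/mL streptavidin donor plus Ni-chelate acceptor beads.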
# * hit, by the source's call; i = inactive; ? = inconclusive; · = no result given; & = joins results of further samples; ! = not active in a repeat; [ ] = another dose, or the depositor's remark. Unless noted, calls follow the shape of the dose curve; as a rule, active = well fitted curve in the direction sought with a large enough effect; inconclusive = small, poorly fitted or top-dose-only effect, or another doubt; inactive = no such curve, though single readings can be large; an effect the other way counts as inactive or inconclusive.
nr	G9a inh	GLS inhibitor	ERG Ets-DNA blk	compound	HP1b chromo inh	Pin1 inhibitor	PGK inhibitor	PI4K2A block	JMJD2A Tudor inh	BAZ2B inh
1	15.4%[59 µM]	-24.8%	-12.6%	Cn1c(=O)c2c(nc(N/N=C/c3ccc(OC(=O)c4ccco4)cc3)n2Cc2ccc(F)cc2)n(C)c1=O	11.6%	4.3%	-7.7%	-1.5	-11.5%	-1.4%
2	-28.7%	-8.7%	-4.3%	COc1cc(OC)cc(C(=O)N[C@H](C(=O)Nc2cc(C)cc(C)c2)C(C)C)c1	21.2%	-3.5%	5.6%	1.3	12.7%	-0.6%
3	8.4%[59 µM]	-0.8%	1.8%	CCCn1cc(S(=O)(=O)c2ccc(OC)cc2)c(=O)c2cc(F)c(N3CCCCCC3)cc21	27.9%	8.9%	-3.8%	-2.0	-14.9%	2.0%
4	0.5%[59 µM]	-10.8%	5.4%	Cc1ccc(S(=O)(=O)NCC2CCC(C(=O)NCc3ccc(F)cc3)CC2)cc1 (centres undefined)	39.8%[activator]	-4.9%	i	-0.1	1.0%	10.8%[57.1 µM]
5	21.3%	-6.4%	0.7%	COc1ccc(-c2nnc(SCC(=O)N3CCCC3)o2)cc1	7.0%	?	-2.7%	-0.5	-2.1%	4.9%
6	17.8%[59 µM]	21.6%	3.4%	COc1nc(Nc2ccc(O)cc2)nc(OC(C(F)(F)F)C(F)(F)F)n1	40.6%[activator]	?	i	-3.3	-20.7%	-4.0%
7	·	0.0%	0.3%	CN1CCN(CCCCOc2ccccc2C=O)CC1	?	4.3%	-9.7%	-9.8	3.98µM*	22.4µM*
8	40.8%	-7.4%	-0.8%	CCc1nnc(NC(=O)CSc2ncnc3c2cnn3-c2ccc(OC)cc2)s1	20.1%	-0.2%	·	-0.3	-23.9%	-9.5%
9	·	11.6%	-5.7%	COc1cc([N+](=O)[O-])cc(/C=N/NC(=O)c2cncc(Br)c2)c1O	14.2%	77.2%[activator]	i	-8.4	20µM*	10µM*
10	1.9%	-15.8%	-8.7%	Cc1ccc2[nH]c3ccccc3c(=O)c2c1	42.9%[activator]	?	-7.8%	9.2	5.6%	1.5%
11	-2.1%[59 µM]	6.4%	0.1%	CCOC(=O)c1c(C)[nH]c(C)c1S(=O)(=O)N1CCC(C(=O)NCc2ccc(OC)cc2)CC1	2.8%	-0.2%	i	-1.9	89.1µM*	3.2%
12	-1.6%	-0.3%	0.6%	Nn1c(SCC(=O)Nc2ccc(S(N)(=O)=O)cc2)nnc1-c1ccco1	28.4%	-3.6%	i	-2.8	-8.1%	-12.9%
13	-46.0%	0.8%	-6.8%	O=C1c2ccccc2NC(c2ccccc2Br)N1CCCN1CCOCC1 (centres undefined)	18.2%	2.4%	-9.6%	6.4	-7.9%	-5.4%
14	-14.3%[59 µM]	0.2%	13.2%	Cc1cc(C)c(S(=O)(=O)NCCn2ccc3ccccc32)c(C)c1	47.4%[activator]	-5.6%	-2.6%	-1.3	0.0%	-3.4%
15	17.2%[59 µM]	-9.3%	1.2%	COc1cc(NC(=O)CN2C(=O)CSc3ccc(S(=O)(=O)N4CCCC4)cc32)cc(OC)c1	40.1%[activator]	-1.6%	9.8%	0.7	-2.3%	-17.1%
16	·	-3.3%	15.1%	Cc1cccc(C(=O)Nc2nnc(SCC(=O)NCc3ccco3)s2)c1	30.2%	-0.7%	3.7%	-2.0	-17.2%	·
17	·	20.4%	3.7%	COc1ccc(C(=O)/C=C/c2ccc(O)cc2)c(O)c1C/C=C(\C)CCC=C(C)C	-19.1%	1.8%	i	-0.1	28.2µM*	·
18	9.8%[59 µM]	0.3%	·	Cc1ccccc1Cn1cc(S(=O)(=O)CC(=O)N2CCCCC2)c2ccccc21	11.1%	1.5%	-1.6%	-4.6	-16.9%	-3.0%
19	-9.5%	3.7%	-4.3%	C=CCNc1nc(NCC)nc(N2CCOCC2)n1	17.6%	4.9%	i	4.8	-5.3%	3.5%[57.1 µM]
20	15.9%[59 µM]	9.1%	·	COc1ccc2ccccc2c1/C=N/NC(=O)c1sc(N)c(C#N)c1C	30.8%	?	-1.9%	-1.1	-10.3%	4.9%
21	-4.0%[59 µM]	-5.2%	-11.9%	CCN(CC(=O)Nc1ccc2c(c1)OCCO2)S(=O)(=O)c1cccs1	12.1%	1.5%	-2.6%	6.2	-4.0%	-12.0%
22	-46.2%	12.5%	-8.4%	CN(C)CCCN(C(=O)COc1ccccc1)c1nc2c(F)cccc2s1	57.5%[activator]	-2.4%	-1.5%	-4.1	-9.6%[11.4 µM]	-8.0%
23	16.1%	24.1%	-9.9%	CCC(C)(C)n1nnnc1C(c1ccc(OC)cc1)N1CCN(C(=O)c2ccco2)CC1 (centres undefined)	1.3%	-5.7%	-5.8%	0.8	?	1.4%
24	44.9%[59 µM]	6.8%	-4.1%	O=C(Cc1ccc(F)cc1)Nc1cccc2cccnc12	54.8%[activator]	-17.7%	-6.5%	3.6	28.9%	12.1%
25	-42.0%[59 µM]	-9.8%	-13.8%	Cc1nc2c(Br)c3nc(C(F)(F)F)[nH]c3c(Br)c2[nH]1	45.3%[activator]	-1.6%	-9.5%	-4.7	-1.9%	2.9%
26	-32.8%	10.6%	-0.3%	O=C(NCc1ccccc1)c1csc2c1CCCCC2	15.9%	0.3%	i	3.4	-15.7%	-12.2%
27	8.5%[59 µM]	16.4%	-24.0%	CCCCC1=CC2=CC(=O)C(C)(OC(=O)CC)C(=O)C2=CN1CCCCO (centres undefined)	12.0%	?	2.5%	-8.0	-12.1%	-23.1%
28	7.0%[12.7 µM]	23.7%	1.4%	O=C(Nc1ccc(N2CCN(Cc3ccccc3)CC2)cc1)c1ncn[nH]1	35.1%	-2.2%	1.1%	-1.2	-24.3%	-6.0%
29	13.1%	-8.9%	-5.9%	CC(C)CNC(=O)CN1C(=O)NC2(CCc3ccccc32)C1=O (centres undefined)	5.6%	0.2%	i	-0.4	-9.2%	-18.2%
30	-17.3%	-13.2%	-6.7%	O=C(CCc1nc2ccccc2[nH]c1=O)N/N=C/c1ccccc1	49.2%[activator]	-1.5%	-0.6%	1.2	-7.5%[11.4 µM]	-19.0%
31	-17.5%	9.0%	5.0%	CC(C)(C)C(=O)Nc1cc(C(F)(F)F)ccc1-n1ccnc1	21.4%	-0.3%	-5.1%	-5.4	-4.3%	-15.4%
32	-5.1%	-12.2%	3.2%	Cc1ccccc1C1NC(=S)NC2=C1C(=O)CC(C)(C)C2 (centres undefined)	24.4%	0.2%	4.9%	0.8	13.1%	-13.0%
33	295.0%[activator]	3.7%	2.0%	CC(=O)Oc1ccc(C2=NN(c3ccccc3)C(c3ccccc3)C2)cc1 (centres undefined)	301.0%[activator]	22.5%	·	-5.1	102.7%[activator]	96.5%[activator]
34	39.0%	-2.5%	-2.3%	COc1cccc(C2Cc3ccccc3C(=O)O2)c1 (centres undefined)	45.8%[activator]	6.8%	-1.3%	4.4	9.3%	-2.9%
35	70.8µM*!	-12.1%&-4.4%&-5.9%&-4.8%	0.5%&-11.8%&-5.8%	CNCCCC12CCC(c3ccccc31)c1ccccc12	37.8%&13.2%&18.1%	-1.6%&-2.2%&0.0%	-1.5%&-7.7%	2.7&1.6&-3.7&2.7&1.7	-27.6%&-25.2%&-21.1%	-1.0%&-9.8%&-15.5%
36	5.1%	3.2%	11.6%	O=C(Nc1cccc(-n2cnnn2)c1)c1ccc(Cl)cc1Cl	-12.2%	4.0%	-9.3%	-5.8	?	0.5%
37	44.7µM*	0.4%	-3.3%	O=C(CN1CCN(c2ccccn2)CC1)Nc1cccc(Br)c1	53.5%[activator]	-4.7%	0.2%	-3.5	-22.0%	-19.2%
38	27.6%[0.501 µM]	6.7%	-5.7%	CC1CN(C(=O)CCc2ccccc2)C(C)CN1C(=O)CCc1ccccc1 (centres undefined)	17.4%	-1.3%	-8.9%	6.6	-21.2%	5.2%
39	-8.3%	7.1%	13.6%	O=C1CN(C(=O)c2cc(F)cc(F)c2)c2ccccc2N1	25.0%	-4.3%	-1.4%	1.7	-9.5%	-13.0%
40	33.1%	3.5%	1.5%	CSc1ncccc1C(=O)N(C)CC(=O)Nc1ccc(Cl)c(C(F)(F)F)c1	27.5%	0.3%	-6.4%	-14.3	-10.3%	-5.0%
41	·	4.8%	3.1%	O=S(=O)(c1ccccc1Br)N(CC(O)COCc1ccccc1)C1CC1 (centres undefined)	81.7%[activator]	34.9%[activator]	-8.0%	1.5	12.9%	·
42	·	14.5%	-5.5%	Fc1ccc(NC(=S)N2CCCC2)cc1	16.6%	-5.9%	-9.1%	3.2	-15.2%	·
43	24.0%	-0.3%	-7.1%	O=C(/C=C/c1ccc(F)cc1)Nc1ccc(S(=O)(=O)N2CCOCC2)cc1	36.3%	-0.7%	4.7%	2.6	-4.8%	-3.3%
44	7.5%	-1.3%	0.0%	CS(=O)(=O)Nc1ccc(C(=O)NCCSc2ccc(Cl)cc2)cc1	49.1%[activator]	-7.2%	-9.3%	-22.7	-13.4%	1.2%
45	6.5%[12.7 µM]	4.9%	5.6%	C=CCOc1nc2c(c(=O)n(C)c(=O)n2C)n1Cc1ccccc1Cl	8.4%	-4.0%	-1.3%	6.7	-10.6%	1.3%
46	1.9%[12.7 µM]	-3.4%	-17.9%	CCn1nc(C)c(/C=N\NC(=O)c2ccc3c(c2)OCO3)c1C	50.6%[activator]	-2.9%	-11.0%	-1.4	-13.0%	-1.8%
